# NPY-Y1 antag = blocks the human neuropeptide Y Y1 receptor; P25929; HEK293-CNG Y1 cells, membrane potential fluorescence; NPY at EC95, then isoproterenol; inhibition, % at 3.6 µM; 1% of 200,000 active;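 active = inhibition above the campaign mean inhibition of all tested compounds plus 3 SD, cut at about 20% in these data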;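 also: 0% = DMSO wells given NPY plus isoproterenol and 100% = isoproterenol alone without NPY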
#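 Test system: HEK293 cells co-expressing NPY Y1 receptor and cyclic-nucleotide gated channel; Also added: NPY (25 nM), isoproterenol (1 µM), Ro 20-1724 (25 µM); Compound dosing: one concentration, 3.6 µM, in 0.4% DMSO; Timing: dye 3 h, compound 60 min room temperature, stimulation 45 min; Technique: Membrane-potential fluorescent dye readout.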
# NPY-Y2 PAM-ag = potentiators or agonists of human neuropeptide Y receptor Y2; cells expressing NPY-Y2, potentiator/agonist read-out; activation, % at 3.6 µM; 0.45% of 220,000 active; in the data active = activation above about 27%;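 also: cells stimulated with NPY near EC25 plus isoproterenol at EC100; 0% = vehicle plus submaximal agonist and 100% = vehicle plus saturating agonist; some results beyond the cut were filed as inactive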
# Target sequence (P49146 whole entry, looked up): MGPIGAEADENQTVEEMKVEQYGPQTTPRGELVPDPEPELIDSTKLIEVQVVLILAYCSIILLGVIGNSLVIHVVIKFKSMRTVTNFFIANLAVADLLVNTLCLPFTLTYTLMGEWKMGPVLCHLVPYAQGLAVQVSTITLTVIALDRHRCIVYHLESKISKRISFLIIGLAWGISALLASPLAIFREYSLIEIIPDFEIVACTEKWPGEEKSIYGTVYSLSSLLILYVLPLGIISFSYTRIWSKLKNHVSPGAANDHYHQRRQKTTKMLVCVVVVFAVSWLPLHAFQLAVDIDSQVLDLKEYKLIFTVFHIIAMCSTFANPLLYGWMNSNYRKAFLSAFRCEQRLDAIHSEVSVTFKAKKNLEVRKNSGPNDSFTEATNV
# NPY1 pot ag = human NPY-Y1 potentiation or agonism, primary screen; P25929; NPY-Y1 expressing cells, potentiator/agonist activation; activation, % at 3.6 µM; 0.37% of 220,000 active; AID 1304; in the data active = activation above about 33%, passing the limit was not always enough;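 also: cells stimulated with NPY at EC10 then isoproterenol at EC100; 0% = low agonist plus stimulus and 100% = saturating agonist plus stimulus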
# Runt-CBFb FRET = inhibitors of human RUNX1 Runt domain binding to CBFb; Q01196+Q13951; Cerulean-Runt/Venus-CBFb FRET ratio 530/480, 1 h; inhibition, % at 20 µM; 0.46% of 220,000 active; AID 1496;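 active = inhibition over about 50% at 20 µM in the single-dose screen, limit read from the data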;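 also: 0% = DMSO wells and 100% = excess unlabeled CBFb competitor control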
# Target sequence (Q01196 whole entry, looked up, the tested form may be a part): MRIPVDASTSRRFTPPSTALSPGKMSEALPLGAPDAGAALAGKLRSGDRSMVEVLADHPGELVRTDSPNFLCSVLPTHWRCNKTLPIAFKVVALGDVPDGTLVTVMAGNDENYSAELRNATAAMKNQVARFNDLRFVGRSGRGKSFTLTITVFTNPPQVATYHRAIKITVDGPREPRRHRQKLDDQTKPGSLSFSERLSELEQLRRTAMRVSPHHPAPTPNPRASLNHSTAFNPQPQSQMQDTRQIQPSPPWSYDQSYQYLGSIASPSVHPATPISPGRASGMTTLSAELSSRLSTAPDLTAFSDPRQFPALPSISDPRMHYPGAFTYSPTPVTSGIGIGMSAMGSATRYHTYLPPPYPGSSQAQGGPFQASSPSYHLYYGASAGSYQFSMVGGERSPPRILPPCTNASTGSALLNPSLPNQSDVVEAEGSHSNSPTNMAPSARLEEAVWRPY
# Target sequence (Q13951 whole entry, looked up, the tested form may be a part): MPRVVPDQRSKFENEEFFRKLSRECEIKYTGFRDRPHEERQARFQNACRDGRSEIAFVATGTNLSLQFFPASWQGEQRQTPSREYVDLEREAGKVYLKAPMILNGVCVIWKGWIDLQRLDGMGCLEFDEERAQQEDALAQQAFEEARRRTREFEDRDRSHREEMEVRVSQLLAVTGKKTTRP
#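 Schedule: protein complex preformed 1 h, compound exposure 1 h, room temperature, dark; test system: Cerulean-labeled Runt domain protein; amount: 100 nM per protein; buffer or medium: Tris 50 mM pH 7.5, KCl, K2SO4, 0.01% BSA; read-out: loss of energy transfer signal; detection: FRET fluorescence; controls: 5 µM unlabeled CBFb as full-inhibition high control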
# RBBP9 inh = blocks human serine hydrolase RBBP9; O75884; recombinant RBBP9, FP-Rh probe fluorescence polarization; inhibition, % at 7.94 µM; 0.2% of 220,000 active; AID 1515;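 active = inhibition above the campaign mean of all tested compounds plus 3 SD, cut at about 14% in these data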;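 also: plate controls were DMSO wells with RBBP9 for no effect and wells lacking RBBP9 protein for full effect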
#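 Test system: recombinant human RBBP9. Quantity: 2.5 µM RBBP9 dispensing solution, before mixing. Detection: FP readout at 525/598 nm. Reagent: Serine-hydrolase probe FP-Rh, 375 nM pre-mixing. Measure: % inhibition. Control set: DMSO-treated enzyme wells and wells lacking RBBP9. Buffer or medium: Tris-NaCl-Pluronic buffer, pH 8.0. Times: preincubation 30 min plus labeling 45 min at 25 °C.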
# Ba/F3 V617F tox = reduce viability of Ba/F3 cells dependent on JAK2V617F; inhibition, % at 5.6 µM; 1.1% of 220,000 active; Ba/F3 EpoR-JAK2V617F viability, ATP luminescence; AID 1446;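 active = inhibition above the campaign mean plus 3 SD over all tested compounds, cut at about 24% in these data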;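 also: cytokine-independent growth of Ba/F3 cells driven by EpoR plus mutant JAK2; 0% = DMSO-treated cells and 100% = JAK inhibitor I control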
# S1P4 antag = blocks the human S1P4 receptor. O95977. S1P4-expressing cells, antagonist mode, reporter read-out. inhibition, % at 4.98 µM. 0.26% of 220,000 active. AID 1510; in the data active = inhibition above about 29%;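 also: 0% = wells stimulated with agonist and 100% = vehicle wells without agonist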
# BaF3 tox = parental Ba/F3 viability inhibition as JAK2V617F counter-screen; inhibition, % at 5.6 µM; AID 1486; 1.1% of 220,000 active; CellTiter-Glo ATP luminescence;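 active = inhibition above a per-campaign cutoff, the mean inhibition of all tested compounds plus 3 SD, cut at about 27% in these data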;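 also: 0% = DMSO wells and 100% = JAK Inhibitor I control wells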
# S1P4 ag = activates the human S1P4 receptor | AID 1509 | 0.35% of 220,000 active | activation, % at 4.98 µM | S1P4-expressing cell line, agonist reporter assay | O95977; in the data active = activation above about 11%;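 also: 0% = DMSO vehicle and 100% = reference agonist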
# * hit, by the source's call; · = not tested or not shown.
SMILES,NPY-Y1 antag,NPY-Y2 PAM-ag,NPY1 pot ag,Runt-CBFb FRET,RBBP9 inh,Ba/F3 V617F tox,S1P4 antag,BaF3 tox,S1P4 ag
CCSc1nnc(NC(=O)C(NC(=O)c2ccc(Cl)cc2)C(C)C)s1 (configuration not stated),10.5,11.3,8.1,-0.7,-9.8,-1.8,-2.2,3.9,1.4
C=CCN1C2=NCCCN2c2ccccc21,·,1.8,10.5,0.1,-8.2,-0.5,12.8,-3.0,-1.5
O=C(c1ccco1)N1CCN(S(=O)(=O)/C=C/c2ccccc2)CC1,-2.6,-8.8,-5.8,1.6,6.4,2.8,-22.1,3.9,1.2
CC(C)CC(=O)Nc1nnc(SCC(=O)NCc2ccco2)s1,-2.4,-5.9,11.3,0.3,-3.5,-0.8,-17.1,3.2,0.1
O=C(CNC(=O)c1ccccc1)OCc1cccc(Br)c1,2.7,1.6,-5.9,-1.7,-3.5,1.5,-10.2,9.7,2.3
COc1ccc(OC)c(C(c2nnnn2CC2CCCO2)N2CCN(C3CCCC3)CC2)c1 (configuration not stated),3.9,-2.1,2.0,-0.9,0.0,0.5,-4.3,3.2,2.9
N#Cc1nc(-c2cccc3ccccc23)oc1NCCN1CCOCC1,2.6,5.3,10.6,0.4,-3.7,-1.9,-4.1,1.8,-1.3
COc1ccccc1-[n+]1c(C)cc(/C=C2\Sc3ccccc3N2C)cc1C,·,26.6,-36.5,6.5,-7.3,98.8*,-7.4,96.2*,1.0
Cc1cccc(N2C(=O)CC(N3CCN(Cc4ccc5c(c4)OCO5)CC3)C2=O)c1 (configuration not stated),3.4,-2.8,-17.0,2.6,-0.3,-1.2,-5.9,3.2,0.3
CC(C)CCNC(=O)c1ccc2c(c1)ncn2C1CCCC1,4.7,-13.6,2.4,-0.8,-2.6,1.1,-1.6,6.3,0.4
Cc1c(NC(=S)NCc2ccc(F)cc2)cccc1[N+](=O)[O-],3.6,-7.8,4.7,2.2,6.5,0.0,-10.0,7.5,0.3
COc1ccccc1-n1c(SCC(=O)Nc2cccc(S(N)(=O)=O)c2)nc2ccccc2c1=O,10.3,0.5,-20.5,1.1,-17.7,4.0,-21.0,4.9,1.3
CCNc1nc(NCC)n2c(SC(C(=O)Nc3cc(C)ccc3OC)c3ccccc3)nnc2n1 (configuration not stated),9.8,-19.9,-29.9,-9.7,-3.1,7.5,-8.1,16.7,-1.3
O=C(Nc1cccc(C(F)(F)F)c1)c1ccc2nc(N3C(=O)CCC3=O)sc2c1,6.5,4.8,16.4,·,-11.4,-2.9,-2.6,7.1,1.4
CCCCN(C(=O)c1cc(OC)c(OC)c(OC)c1)C1=CC2CCC(C1)N2C (configuration not stated),-1.6,24.5,9.5,0.6,-4.1,-3.3,-17.4,5.4,0.2
O=[N+]([O-])c1cc(/C=N/n2c(-c3cccnc3)n[nH]c2=S)ccc1Cl,12.9,6.0,-7.5,12.7,-3.8,-5.7,-2.9,3.4,-3.9
COc1ccc(-c2csc(NC(=O)c3cc(=O)c4ccccc4o3)n2)cc1OC,0.0,14.8,6.5,1.6,2.5,-1.6,-11.8,8.4,1.6
CCN(CC)S(=O)(=O)c1cccc(-c2nnc(SCC(=O)c3ccc(Cl)s3)n2C)c1,14.5,-6.0,-29.2,0.6,4.2,4.4,-33.9,8.6,2.0
O=S(=O)(NCc1cn2ccsc2n1)c1ccc2c(c1)OCCO2,-2.9,7.1,12.0,0.3,-4.0,-1.5,-16.5,-0.5,0.6
COCCN1Cc2cccc(C(=O)N3CCN(c4ccccc4)CC3)c2C1=O,-3.0,-1.3,-0.7,1.3,7.0,-2.3,-5.1,3.0,1.9
CCc1ccccc1-n1c(SCC(=O)N2CCCC2)nnc1-c1ccccn1,-2.3,-4.2,-15.0,0.0,-6.3,-1.4,-6.9,3.1,-0.1
C=CCSc1nc(C)c(CCC(C)C)c(=O)[nH]1,0.5,-8.3,-20.9,-2.7,-6.0,3.0,11.6,5.0,1.4
Cc1nc2c(-c3ccccc3)c(C)nn2c(N)c1-c1ccccc1,4.9,-1.6,0.0,0.5,-3.3,1.9,11.0,9.7,1.4
Cc1cc(=O)oc2c(CN(CC(C)C)CC(C)C)c(O)ccc12,0.6,8.6,-8.9,42.5,7.7,-2.0,-2.1,0.9,-0.4
O=[N+]([O-])c1ccccc1Nc1ccccc1,-4.2,-0.1,4.6,-4.6,1.6,2.0,-3.0,5.6,3.2
# (more compounds)
SMILES,NPY-Y1 antag,NPY-Y2 PAM-ag,NPY1 pot ag,Runt-CBFb FRET,RBBP9 inh,Ba/F3 V617F tox,S1P4 antag,BaF3 tox,S1P4 ag
Cc1cc(NC(=O)c2c(C)noc2C)no1,·,18.2,-7.1,1.3,2.7,-6.0,-6.2,-0.3,0.8
NS(=O)(=O)c1ccc(CCNCc2cc(Br)ccc2OCc2ccccc2)cc1,16.3,-3.9,-28.8,-0.5,-6.9,2.9,-13.2,8.7,2.3
COc1ccc(C(=O)/C=C/C(=O)N(CC(=O)NC2CCCCC2)Cc2cccs2)c(O)c1,4.1,-9.5,-7.4,1.1,-7.9,4.8,-13.6,4.2,1.4
CC1CCc2sc(C(=O)Nc3ccc(N4CCOCC4)cc3)cc2C1 (configuration not stated),-0.1,0.1,13.2,2.9,-7.3,2.9,-13.0,3.5,0.6
Cn1c(Cc2ccccc2)n[nH]c1=S,-0.4,1.1,15.2,7.4,2.9,-2.6,-5.4,1.7,1.0
O=C(O)CCCC(=O)N1CCN(c2ncccn2)CC1,·,13.1,3.1,-2.1,3.1,-4.2,8.1,-3.5,0.1
CC1=C(C(=O)NC(C)CCc2ccccc2)C2(CCC(C)CC2)OC1=O (configuration not stated),0.0,-14.3,9.1,-2.0,1.6,-1.2,-7.9,7.4,-0.6
CCOc1ccc(C2NC(=O)C(C#N)=C(S)N2c2ccc(OC)cc2)cc1OC (configuration not stated),-1.9,-9.2,5.3,13.2,-4.0,-3.2,-21.9,2.3,0.0
Clc1ccccc1-c1nc(/C=N/N2CCOCC2)c2ccccn12,-3.4,-6.4,-9.2,-0.2,-5.9,3.1,-3.2,4.5,2.2
COCCNC(=O)c1cc(S(=O)(=O)N2CCOCC2)ccc1SCc1cccc(OC)c1OC,-7.3,5.1,4.3,-0.5,3.6,-1.9,-8.9,0.9,-2.7
NNC(=O)c1ccc(COc2cccc3cccnc23)cc1,6.7,4.1,6.6,-2.3,-5.8,-4.8,-24.2,-0.3,-0.8
Cc1ccc2nc(CSc3nc(C)ccc3C#N)[nH]c2c1,-0.9,-8.5,-3.5,4.1,-0.3,2.3,-18.9,4.2,1.4
NC(=O)c1sc2nc3c(cc2c1N)CCCCCC3,·,-2.2,-0.3,4.1,0.5,3.9,8.8,-5.3,-0.1
COCCN1C(=O)CS/C1=C(/C#N)C(=O)NCc1ccco1,-2.9,1.8,3.0,2.0,-0.2,1.0,5.9,4.8,1.2
CS(=O)(=O)NCCCNc1ccc(C(F)(F)F)cc1[N+](=O)[O-],·,-25.4,-14.4,0.9,-8.3,7.8,0.1,0.7,-0.9
O=c1cc(N2CCC3(CC2)OCCO3)[nH]c(=O)n1-c1ccc(Cl)cc1,-8.7,-0.4,5.5,10.6,-0.1,1.0,-3.6,5.2,0.6
COc1cccc(/C=N/N2CCN(c3ccccc3OC)CC2)c1,-1.5,-11.6,9.9,-0.1,-1.8,4.4,-23.0,1.1,0.3
COC(=O)c1ccc(CSc2nc3ccccc3c(=O)n2-c2ccccc2)o1,13.2,-36.7,-109.0,2.5,-4.8,2.3,7.9,5.1,2.3
COc1ccc(N2CCN(S(=O)(=O)c3ccc(C(=O)NCc4ccco4)cc3)CC2)cc1,-0.9,-6.5,-4.8,-6.8,-2.2,0.5,6.2,3.6,1.2
CCCc1nc2c(c(=O)c3ccccc3n2C)c(=O)n1C1CCCCCC1,6.6,8.8,2.0,-0.9,-0.3,-3.2,-7.5,5.6,-0.1
CCCCOc1ccc(C(=O)N2CCCC2C(=O)O)cc1 (configuration not stated),3.8,3.1,8.7,-1.4,2.9,1.6,-8.9,4.8,-0.5
CCn1nnnc1SCC(=O)Nc1nnc(C(C)C)s1,-5.9,-5.0,0.8,1.6,-4.3,-3.4,2.9,-1.0,-0.8
CCN(CC)C(=O)CSc1nc2cc3c(cc2c(=O)n1CCCC(=O)NCCc1ccc(OC)c(OC)c1)OCO3,5.2,0.1,-12.6,-1.0,-6.5,6.0,-3.3,8.1,-0.3
Cc1ccc(CNC(=O)CCC2CCCN(C(=O)CCC(F)(F)F)C2)o1 (configuration not stated),3.2,7.7,4.4,0.3,-2.1,-3.8,-3.2,2.9,1.1
NS(=O)(=O)c1ccc(NC(=S)NCc2ccc(F)cc2)cc1,-2.4,9.1,15.2,16.5,4.1,-0.3,-17.6,4.0,1.1
# Later entries:
SMILES,NPY-Y1 antag,NPY-Y2 PAM-ag,NPY1 pot ag,Runt-CBFb FRET,RBBP9 inh,Ba/F3 V617F tox,S1P4 antag,BaF3 tox,S1P4 ag
CCc1c(C(=O)Nc2ccccc2)c(C)[nH]c(=S)c1C#N,-2.3,6.8,-20.7,4.2,-2.7,-4.1,2.0,1.8,-1.6
CCCN1CCN(CCCNC(=O)CCn2nc(-c3ccccc3)ccc2=O)CC1,2.0,-11.0,1.1,-1.4,-3.4,-0.9,-3.1,3.3,1.8
CCOC(=O)c1cnn(-c2ccccc2)c1NC(=O)CCl,0.1,1.8,11.6,-0.7,-4.7,2.3,-13.4,-11.6,2.1
Cc1ccc(Cn2cnc3c(nnn3Cc3ccc(Cl)cc3)c2=O)cc1,1.6,-1.7,-7.9,-2.6,-3.6,1.4,1.2,1.9,0.3
COc1ccc(CCNC(=O)COC(=O)/C=C/c2cccs2)cc1OC,3.7,-8.2,-18.4,0.4,1.8,-2.0,3.1,0.1,-3.1
O=c1[nH]c(=S)n(-c2cccc(Cl)c2)c(O)c1/C=N/N1CCOCC1,·,-15.6,-11.2,0.1,-3.9,2.6,-12.7,1.8,-1.4
O=C(NCc1ccccn1)c1cn(CCc2ccccc2)nn1,3.0,0.4,-11.4,2.5,-5.2,0.4,1.9,6.3,1.8
CCCCNC(=O)CSc1nc2cc3c(cc2c(=O)n1CCC(=O)NCCc1ccc(OC)c(OC)c1)OCO3,3.4,3.3,-2.1,-2.6,4.5,3.0,-10.5,8.2,1.1
Cc1nc2ccccc2nc1NS(=O)(=O)c1ccc(N)cc1,·,-4.4,5.5,-0.4,8.7,-5.4,-2.5,7.9,-0.5
N/C(=N\OC(=O)COc1ccc(Br)cc1)c1cccnc1,2.1,-6.6,-5.7,1.7,-1.9,-1.1,-2.4,4.3,-0.8

# Source: PubChem BioAssay (several laboratories)
